Assay outcomes: PubChem BioAssay, Broad Institute
PglD DTNB = PglD (C. jejuni) enzyme inhibition. purified PglD enzyme, DTNB colorimetric CoA detection. actives 0.098% (n = 360,000). inhibition, % at 12.5 µM; in the data active = inhibition above about 16%, passing the limit was not always enough; also: strong numbers were not always called active
FN deposit inh = fibronectin deposition inhibition | AID 743247 | inhibition, % at 12.6 µM | AH1F fibroblasts, Alexa488-fibronectin deposition fluorescence, overnight | actives 0.086% (n = 350,000);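 active = mean inhibition across replicates of 30% or more, regardless of how many single replicates reach that level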;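 also: positive control wells lacked labelled fibronectin entirely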
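Test system: AH1F fibroblast monolayer depositing Alexa488-labelled fibronectin into matrix. Input: 10000 cells per well. Technique: fluorescence, ex 485 nm, em 525 nm. Buffer or medium: DMEM plus 2% serum, read in PBS. Timing: 1 h cell adhesion before compound, then overnight fibronectin incubation. Compound: single dose, pinned. Read-out basis: inhibition from reduced deposited-fibronectin fluorescence.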
ERAP1 inh = inhibitors of human ERAP1 aminopeptidase. Q9NZ08. recombinant ERAP1, Leu-AMC fluorescence, 60 min. inhibition, % at 10.7 µM. actives 0.15% (n = 340,000);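 active = mean replicate inhibition of at least 30%, or all replicates individually reaching that 30% level; inactive = mean below 30% and not every replicate reaching it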;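 also: 0% = neutral control wells and 100% = L-leucinethiol positive control wells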
Target sequence (Q9NZ08 whole entry, looked up): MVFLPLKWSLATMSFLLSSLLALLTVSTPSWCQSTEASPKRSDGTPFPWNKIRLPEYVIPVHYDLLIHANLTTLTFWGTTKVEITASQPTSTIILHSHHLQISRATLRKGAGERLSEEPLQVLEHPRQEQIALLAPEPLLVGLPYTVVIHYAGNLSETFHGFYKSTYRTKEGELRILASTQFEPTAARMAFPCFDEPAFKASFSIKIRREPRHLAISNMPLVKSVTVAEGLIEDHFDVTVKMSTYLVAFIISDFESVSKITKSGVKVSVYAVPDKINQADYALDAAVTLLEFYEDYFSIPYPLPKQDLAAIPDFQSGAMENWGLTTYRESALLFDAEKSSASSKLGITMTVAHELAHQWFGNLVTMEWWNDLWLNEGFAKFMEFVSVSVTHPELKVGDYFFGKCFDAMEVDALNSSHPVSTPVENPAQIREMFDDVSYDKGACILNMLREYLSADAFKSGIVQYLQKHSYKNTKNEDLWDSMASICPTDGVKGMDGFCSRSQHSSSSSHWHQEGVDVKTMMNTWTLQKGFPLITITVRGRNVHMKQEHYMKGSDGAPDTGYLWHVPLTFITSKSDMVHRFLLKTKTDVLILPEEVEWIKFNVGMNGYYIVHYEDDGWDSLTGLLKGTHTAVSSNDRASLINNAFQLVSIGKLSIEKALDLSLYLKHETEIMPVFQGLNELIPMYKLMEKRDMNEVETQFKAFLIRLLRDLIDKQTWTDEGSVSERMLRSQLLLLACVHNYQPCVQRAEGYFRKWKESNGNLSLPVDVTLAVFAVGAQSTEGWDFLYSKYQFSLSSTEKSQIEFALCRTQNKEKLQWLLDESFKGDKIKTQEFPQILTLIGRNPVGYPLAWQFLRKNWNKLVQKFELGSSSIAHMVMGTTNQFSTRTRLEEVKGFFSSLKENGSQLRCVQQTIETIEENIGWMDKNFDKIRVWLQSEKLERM
S100A4 inh HTS = inhibitors of human S100A4 binding to myosin IIA peptide | S100A4/TAMRA-MyoIIA peptide fluorescence polarization | inhibition, % at 10.7 µM | P26447 | actives 0.14% (n = 360,000) | AID 652163;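 active = mean inhibition of at least 70% across replicates, with every replicate also reaching that level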
Target sequence (P26447 whole entry, looked up): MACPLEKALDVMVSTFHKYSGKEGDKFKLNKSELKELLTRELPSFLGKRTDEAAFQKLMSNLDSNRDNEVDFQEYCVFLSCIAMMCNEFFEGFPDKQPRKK
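Material: S100A4 monomer protein / Buffer or medium: 50 mM HEPES pH 7.2, 10 mM CaCl2, 100 mM KCl / Times: 5 min incubation before reading / Benchmarks: neutral control DMSO, positive control TFP / Reagent: labelled myosin peptide probe, 5 nM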
EWS-Fli inh = blocks EWS/Fli oncoprotein-driven transcription. A673 NR0B1-luciferase reporter, viability-normalised. actives 0.67% (n = 350,000). inhibition, % at 12.6 µM. AID 651661;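 active = mean inhibition of at least 50% after viability correction, with every replicate also passing that limit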;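 also: firefly luciferase signal divided by Alamar Blue viability fluorescence both relative to DMSO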
PAX8 reporter = lowers PAX8-driven luciferase in RMG-I cells. RMG-I TPO-luciferase reporter, SteadyGlo, 24 h. AID 652154. actives 1.2% (n = 360,000). inhibition, % at 12.6 µM;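 active = mean replicate inhibition at least 60% with every replicate also reaching 60%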;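 also: luciferase light reporting Pax8 driven TPO promoter activity; plate controls were median of neutral control wells for no effect and mitoxantrone controls for full effect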
LGR2 inh = Drosophila LGR2 receptor signaling inhibition; actives 0.35% (n = 380,000); HEK293 LGR2, CRE-luciferase, bursicon-stimulated, 4 h; inhibition, % at 9.99 µM;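 active = drop in luminescence signal, shown as inhibition above about 50% in the replicate tests, limit read from the data, passing the limit was not always enough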;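 also: agonist challenge used bursicon conditioned medium at about half maximal strength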
PGC1a acetyl inh = PGC1a acetylation modulation, inhibitor mode; U2OS PGC1a acetylation, AlphaScreen anti-acetyl-lysine; with virally co-expressed GCN5 acetyltransferase; inhibition, % at 15.6 µM; actives 0.17% (n = 350,000);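 active = every replicate shows inhibition of at least 40%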;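 also: 0% = neutral control wells and 100% = positive control wells; some results beyond the cut were filed as inactive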
Numbers without * were called inactive; nt = no result given; & = joins results of further samples.

Below each SMILES: PglD DTNB | FN deposit inh | ERAP1 inh | S100A4 inh HTS | EWS-Fli inh | PAX8 reporter | LGR2 inh | PGC1a acetyl inh
[1] CN(C)c1nc(NCc2ccccc2)nc(SCC(=O)Nc2ccc(Cl)c(Cl)c2)n1
  -5 | -10 | nt | nt | nt | nt | 2 | -3
[2] C[C@@]12C(=O)Nc3ccc(Cl)cc3C(=O)N1[C@H]1c3cc(Br)ccc3OC[C@@H]1[C@@H]2c1ccccc1
  8 | -1 | 1 | -2 | -6 | 2 | 15 | 18
[3] CC(NC(=O)CSc1nc2ccccc2c(=O)n1CCCO)c1ccccc1 (centres undefined)
  -1 | nt | 13 | -3 | -1 | nt | 7 | 0
[4] O=C(CC1NCCN(Cc2ccccc2)C1=O)Nc1ccc(Cl)cc1 (centres undefined)
  nt | 7 | 0 | -5 | 11 | -3 | -2 | nt
[5] CCOC(=O)c1[nH]c(C)c(C(=O)N2CCN(c3ccccc3OC)CC2)c1C
  0 | 2 | -2 | -2 | -2 | -74 | 1 | -1
[6] CC12CCC(C(=O)N(CC3CO3)C1=O)C2(C)C (centres undefined)
  nt | -12 | 1 | -3 | 13 | 4 | -41 | nt
[7] C[C@H](CO)N1C[C@H](C)[C@@H](CN(C)Cc2ccc(C(F)(F)F)cc2)Oc2ccc(NC(=O)Cn3cnnn3)cc2C1=O
  -19 | -6 | 0 | -2 | nt | -14 | -5 | 0
[8] CC(=O)N1N=C(c2ccco2)CC1c1ccc(Cl)o1 (centres undefined)
  -2 | -2 | 2 | -8 | -2 | -5 | -1 | -14
[9] Cc1ccc(NC(=O)CSc2ccc(-c3cccnc3)nn2)c(C)c1
  -3 | -5 | 3 | 0 | 7 | 1 | -18 | 5
[10] Cc1nnc(SCCN2C(=O)c3ccccc3C2=O)nc1C
  -1 | 3 | nt | nt | -1 | -110 | 8 | 0
[11] COC(=O)C(CSCc1ccccc1)NC(=O)CSc1nc(N)cc(=O)[nH]1 (centres undefined)
  4 | -5 | -2 | 1 | -3 | -6 | 15 | -4
[12] Cc1ccc(CN(C)C(=O)c2ccc(S(=O)(=O)N(C)c3ccccc3)cc2)o1
  0 | -13 | 4 | -1 | 0 | 12 | 8 | -5
[13] CCCCNC(=O)c1nc(C2CCN(S(=O)(=O)c3ccccc3C(F)(F)F)CC2)oc1-c1ccccc1
  0 | -4 | -1 | -11 | 2 | 22 | -2 | 8
[14] CCCCCCCC(=O)OCC(O)CO (centres undefined)
  2 | -2 | 0 | -3 | -12 | -3 | -7 | nt
[15] CCOc1ccc(C(=O)NCC(=O)NCC(c2ccccc2OC)N2CCCC2)cc1 (centres undefined)
  3 | -10 | 4 | 0 | -7 | -3 | 20 | -1
[16] O=C(Nc1ccccc1Cl)N1[C@@H]2CNc3ccccc3[C@@H]2[C@@H]1CO
  -2 | nt | -1 | 2 | -5 | -16 | 2 | 12
[17] COc1ccc(OC)c(N=Nc2c(O)c3ccccc3[nH]c2=O)c1
  -5 | 11 | 0 | -5 | -8 | 37 | -1 | 3
[18] NCc1ccc(S(N)(=O)=O)cc1
  -6&6 | -6&1 | 1&-1 | 3&14 | -7&7 | -3&6 | 5 | 1&-4
[19] O=C(NNC(=O)c1ccccc1-n1cccc1)c1ccc(F)cc1
  nt | -10 | -1 | -3 | -3 | -6 | 2 | 10
[20] CC(=O)N[C@@H]1C=C[C@@H](CC(=O)NCc2ccc(Cl)cc2)O[C@@H]1CO
  2 | 8 | 0&-3 | -10&2 | -1&0 | 0&-13 | 6&-10 | -2
[21] COc1ccc(S(=O)(=O)Nc2ccc3c(c2)C(=O)N([C@H](C)CO)C[C@@H](C)[C@@H](CN(C)C(=O)Nc2ccc(C(F)(F)F)cc2)OCCCC[C@@H](C)O3)cc1
  -2 | -7 | -2 | -6 | 2 | 51 | 4 | -10
[22] O=Cc1cc(N=Nc2cccc(C(=O)O)c2)ccc1O
  nt | -13 | 3 | -3 | 11 | -4 | 19 | nt
[23] CC(=O)c1ccc(NC(=O)Nc2cccc3ccccc23)cc1
  -2 | 6 | 3 | -6 | -58 | -55 | -33 | -1
[24] COc1ccc(C(=O)NC(=S)N2CCC(C)CC2)cc1Br
  1 | -5 | 2 | 1 | 3 | 6 | -10 | nt
[25] C[C@H](O)C#Cc1ccc2c(c1)O[C@H](CN(C)C(=O)C1CCC1)[C@H](C)CN([C@H](C)CO)S2(=O)=O
  -2 | nt | 0 | 5 | -2 | nt | -12 | 0
[26] C[C@@H]1CN([C@H](C)CO)C(=O)c2cc(-c3ccc(C(=O)N(C)C)cc3)cnc2O[C@@H]1CN(C)C
  -2 | -1 | 0 | 6 | -6 | nt | 2 | 6
[27] O=C(N[C@@H](Cc1cccnc1)C(=O)N1CCC[C@H]1C(=O)NC1CCCC1)C1CC1
  nt | -5 | 2 | -2 | -9 | 17 | -1 | nt
[28] COc1ccc(S(=O)(=O)Nc2ccc3c(c2)C(=O)N([C@H](C)CO)C[C@H](C)[C@H](CN(C)S(=O)(=O)c2ccc(C)cc2)OCCCC[C@H](C)O3)cc1
  -9 | -8 | 1 | -3 | 9 | 72* | -17 | 1
[29] Cc1noc(C)c1NC(=O)N(C)C[C@H]1Oc2ncc(C3=CCCC3)cc2C(=O)N([C@H](C)CO)C[C@H]1C
  1 | -8 | 0 | 0 | -18 | 11 | 9 | 2
[30] O=C(N/N=C/c1ccc(O)c([N+](=O)[O-])c1)c1ccncc1
  nt | -1 | 1 | -1 | -2 | 4 | 3 | -6
[31] CC(C)NC(=O)N(C)C[C@@H]1Oc2cc(C#Cc3ccccn3)ccc2S(=O)(=O)N([C@@H](C)CO)C[C@H]1C
  -2&-2&0 | 4 | 5&2&-2 | 5&4&10 | -1&-4&-4 | 10 | 0&3 | -8&1&-11
[32] O=[N+]([O-])c1cccc(CN2CCCCCC2)c1
  -5 | -6 | 1 | -2 | 4 | -1 | 1 | nt
[33] Cc1oc(-c2cccc(Cl)c2)nc1CS(=O)(=O)CC(=O)NCCN1CCOCC1
  -3 | 6 | 1 | 7 | 3 | -1 | -17 | -5
[34] C[C@@H]1CCCCO[C@@H](CN(C)Cc2ccccc2)[C@H](C)CN([C@@H](C)CO)C(=O)c2cc(NC(=O)CCC(F)(F)F)ccc2O1
  -4 | -4 | 1 | -5 | 6 | 4 | 2 | 6
[35] CC(C)Cn1c(N)c(C(=O)CSc2ncn[nH]2)c(=O)n(C)c1=O
  6 | 3 | 1 | 3 | 5 | 6 | -3 | -7
[36] O=C(NC(Cc1ccccc1)C(=O)O)/C(=C/c1ccc(Br)cc1)NC(=O)c1ccc(Br)o1 (centres undefined)
  -4 | 1 | -2 | -4 | nt | 20 | 2 | nt
[37] Cc1cccc(CCNC(=O)CCc2nnc(CCc3ccccc3)o2)n1
  nt | -21 | -1 | 1 | -20 | -22 | -7 | nt
[38] COc1cccc2cc(C(C)N(CCCN3CCOCC3)C(=S)Nc3c(C)cccc3C)oc12 (centres undefined)
  -2 | -6 | nt | -1 | 17 | 5 | -12 | 3
[39] Cc1sc2cc3c(c(C(=O)c4ccccc4)[n+]2c1C)-c1cccc2cccc-3c12
  nt | -2 | 5 | 7 | 30 | 86* | 65* | nt
[40] COc1ccccc1S(=O)(=O)N[C@H]1CC[C@H](CCNC(=O)C2CCCC2)O[C@@H]1CO
  1 | 13 | 2 | -2 | 8 | -6 | -2 | 0
[41] Cc1ccccc1S(=O)(=O)N1[C@@H]2c3cccc(=O)n3C[C@H]1[C@H](CO)[C@H]2C(=O)N1CCOCC1
  0 | nt | 1 | 8 | 0 | -15 | 0 | nt
[42] CCOc1ccc2oc(=O)cc(CN3CCN(C(=O)c4ccco4)CC3)c2c1
  0 | 10 | 2 | -5 | 0 | 15 | -11 | nt
[43] Nc1cc(=O)[nH]c(SCC(=O)Nc2nnc(-c3ccccc3)s2)n1
  nt | -1 | 3 | -1 | -8 | -16 | -3 | 10
[44] CS(=O)(=O)N1[C@H](C(=O)NCC2CC2)[C@@H](CO)[C@@H]2Cn3c(ccc(-c4ccccc4F)c3=O)[C@@H]21
  nt | nt | 1 | 7 | -4 | -6 | 1 | nt
[45] O=C(O)Cc1csc(-c2ccccc2)n1
  nt | 1 | 3 | -5 | 5 | -21 | -28 | -7
[46] CCC1(CC)SC(N)=NC1=O
  -2 | -4 | -1 | 12 | 0 | 17 | -3 | -12
[47] CC(C)CC#Cc1ccc([C@@H]2[C@@H](CO)N3C(=O)CN(C(=O)Nc4ccc(F)cc4)C[C@@H]23)cc1
  nt | nt | 1 | -5 | -2 | nt | 22 | -2
[48] COc1cccc(S(=O)(=O)N[C@@H]2CC[C@@H](CC(=O)NC3CCC3)O[C@H]2CO)c1
  1 | nt | 1 | 8 | -1 | -8 | 5 | 3
[49] CSCCC(NC(=O)c1ccco1)C(=O)N1CC=C(c2ccccc2)CC1 (centres undefined)
  -2 | nt | 0 | 0 | 8 | 10 | 18 | nt
[50] C=CS(=O)(=O)c1ccc(Oc2ccc(S(=O)(=O)C=C)cc2)cc1
  nt | 22 | 3 | -9 | 53* | 98* | 102* | nt

An excerpt of these results, in markdown.
| nr | SMILES | PglD DTNB | FN deposit inh | ERAP1 inh | S100A4 inh HTS | EWS-Fli inh | PAX8 reporter | LGR2 inh | PGC1a acetyl inh |
| --- | --- | --- | --- | --- | --- | --- | --- | --- | --- |
| 32 | O=[N+]([O-])c1cccc(CN2CCCCCC2)c1 | -5 | -6 | 1 | -2 | 4 | -1 | 1 | nt |
| 33 | Cc1oc(-c2cccc(Cl)c2)nc1CS(=O)(=O)CC(=O)NCCN1CCOCC1 | -3 | 6 | 1 | 7 | 3 | -1 | -17 | -5 |
| 34 | C[C@@H]1CCCCO[C@@H](CN(C)Cc2ccccc2)[C@H](C)CN([C@@H](C)CO)C(=O)c2cc(NC(=O)CCC(F)(F)F)ccc2O1 | -4 | -4 | 1 | -5 | 6 | 4 | 2 | 6 |
| 35 | CC(C)Cn1c(N)c(C(=O)CSc2ncn[nH]2)c(=O)n(C)c1=O | 6 | 3 | 1 | 3 | 5 | 6 | -3 | -7 |
| 36 | O=C(NC(Cc1ccccc1)C(=O)O)/C(=C/c1ccc(Br)cc1)NC(=O)c1ccc(Br)o1 (centres undefined) | -4 | 1 | -2 | -4 | nt | 20 | 2 | nt |
| 37 | Cc1cccc(CCNC(=O)CCc2nnc(CCc3ccccc3)o2)n1 | nt | -21 | -1 | 1 | -20 | -22 | -7 | nt |
| 38 | COc1cccc2cc(C(C)N(CCCN3CCOCC3)C(=S)Nc3c(C)cccc3C)oc12 (centres undefined) | -2 | -6 | nt | -1 | 17 | 5 | -12 | 3 |
| 39 | Cc1sc2cc3c(c(C(=O)c4ccccc4)[n+]2c1C)-c1cccc2cccc-3c12 | nt | -2 | 5 | 7 | 30 | 86* | 65* | nt |
| 40 | COc1ccccc1S(=O)(=O)N[C@H]1CC[C@H](CCNC(=O)C2CCCC2)O[C@@H]1CO | 1 | 13 | 2 | -2 | 8 | -6 | -2 | 0 |

Next compounds
Below each SMILES: PglD DTNB | FN deposit inh | ERAP1 inh | S100A4 inh HTS | EWS-Fli inh | PAX8 reporter | LGR2 inh | PGC1a acetyl inh
[51] CCN(CC)CCN(C(=O)/C=C/c1cccs1)c1nc2ccc(OC)cc2s1
  -2 | 4 | 0 | 3 | 7 | 2 | 7 | 11
[52] CCN1C[C@@H]2[C@@H]3C(=O)N(Cc4ccccc4)C(=O)[C@@H]3[C@](C)(C1=O)N2C(=O)c1ccc(Br)cc1
  4 | 1 | -6 | -3 | -2 | 3 | -4 | nt
[53] CC1CCN(S(=O)(=O)c2ccc(C(=O)N3CCOCC3)cc2)CC1
  -2 | 4 | 2 | 1 | -1 | 14 | 0 | nt
[54] O=c1cc(-c2ccccc2)[nH]c2ccccc12
  1 | 6 | nt | nt | nt | 30 | nt | -8

An unsorted share of the library; overall some 2.1% were active at least once.
